High-throughput results as filed in PubChem.
Abeta rescue – A-beta toxicity reversal in yeast; Potency, µM (doses to about 46.1 µM), for inactives: top-dose growth rescue, hits mostly activators; yeast expressing A-beta42, growth rescue, OD600, 48 h; response scale: 0% DMSO, 100% iron-clioquinol control; actives 0.063% (n = 410,000); also: nearly all actives have a fitted effect of over 55% in size
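Yeast growth medium received pinned compounds, then yeast cells expressing toxic A-beta were added; plates incubated at 30 C for 48 hr. Growth read as absorbance at 600 nm, normalized to DMSO and equimolar FeCl3 plus clioquinol controls.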
FUS yeast rescue – FUS proteinopathy suppression in yeast; actives 0.24% (n = 390,000); Potency, µM (series often up to 76.6 µM), without a hit: at the highest dose growth rescue (activation), hits mostly activators; S. cerevisiae FUS-expressing, growth rescue, OD600, 24 h;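 also: plate controls were DMSO vehicle for no effect and reference control for full effect; nearly all actives have a fitted effect of over 55% in size; some results filed as inactive show a strong effect at the top dose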
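Galactose (2%) drives FUS expression in yeast precultured in raffinose; seeding density OD 0.005. Test compounds incubated 24hr at 30C and 99% humidity before absorbance at 600 nm was measured.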
The depositor's hits bear a star; ? = inconclusive; [ ] = another dose, or the depositor's remark. Calls follow the shape of the dose curve; as a rule, active = well fitted activation curve with a large enough effect; inconclusive = small, poorly fitted or top-dose-only effect; inactive = no such curve, though single readings can be large or run the other way. Potency is read from the fitted curve at half-maximal effect.

Results follow in this order: Abeta rescue, FUS yeast rescue
CC1(C)CC(=O)c2cc(C(=O)Nc3ccc(Cl)cc3)c(=O)[nH]c2C1
→ 4%, -24%
Cc1oc(-c2cccc(Cl)c2)nc1CSc1nc2ncccc2[nH]1
→ 5%, -5%
COC(=O)CCCCCn1c(-c2ccccc2)cn2c3c(=O)n(C)c(=O)n(C)c3nc12
→ -17%, 5%
CCOc1ccc(CCNC(=O)CCCc2cc(-c3ccc(OCC)cc3)on2)cc1
→ 2%, -33%
Cc1ccc(-c2nc(S(=O)(=O)c3ccccc3)c(SCC(=O)NC3CCCCC3)o2)cc1
→ 4%, -5%
Cc1ccc(CNC(=O)CSc2nc3ccsc3c(=O)n2-c2ccc(C(=O)O)cc2)cc1
→ 1%, 16%
Cc1ccccc1OCC(=O)Nc1ccc2nc(SCC(=O)N3CCOCC3)sc2c1
→ 1%, 10%
Cc1ccc(Cn2c(CN3CCN(c4cccc(Cl)c4)CC3)nc3c2c(=O)n(C)c(=O)n3C)cc1
→ 11%, ?
CCOc1ccc(NC(=O)Cn2c(=O)n(Cc3nc(-c4ccccc4)no3)c(=O)c3cc4c(cc32)OCO4)cc1
→ -18%, 15%
CCCCc1ccc(NC(=O)CSc2nc3ccccc3nc2N2CCCCC2)cc1
→ -3%, -3%
O=C(CN1C(=O)COc2ccc(S(=O)(=O)N3CCOCC3)cc21)N1CCN(c2cccc(Cl)c2)CC1
→ -8%, -6%
CCOc1ccc(CCNC(=O)c2ccc(CSCc3ccccc3C)o2)cc1OCC
→ 29%, 38%
Cc1ccn2c(c1)nc(=O)c1cc(S(=O)(=O)N3CCCCC3)c(Cl)cc12
→ -10%, -14%
Cc1c(Cl)cccc1NC(=O)N1CCN(C(=O)c2nsc3ccccc23)CC1
→ -11%, 13%
COC(=O)CCNC(=O)N1CCN(c2nnc(C)c3c(C)n(-c4ccccc4)nc23)CC1
→ -11%, 7%

Single entries from the list:
Entry of Cc1ccc(-c2nc(S(=O)(=O)c3ccccc3)c(SCC(=O)NC3CCCCC3)o2)cc1 under FUS yeast rescue: -5%
Entry of Cc1ccn2c(c1)nc(=O)c1cc(S(=O)(=O)N3CCCCC3)c(Cl)cc12 under FUS yeast rescue: -14%

(more compounds)
Results follow in this order: Abeta rescue, FUS yeast rescue
CCOC(=O)c1ccc(Nc2c(-c3ccc(O)c(OC)c3)nc3nc[nH]n23)cc1
→ -17%, 21%
COc1ccc2oc(-c3ccc(C)c(NC(=O)COc4cc(C)cc(C)c4)c3)nc2c1
→ -8%, -16%
Cc1ccccc1CN1CCc2nc(Nc3ccc4c(c3)OCCO4)ncc2C1
→ -13%, ?
COc1ccc(OC)c(CNC(=O)c2c(C)oc3ncn(CC(C)C)c(=O)c23)c1
→ -20%, 19%
COc1ccccc1N1CCN(c2c(CN3CCCC3)c(=O)oc3ccccc23)CC1
→ -12%, -4%
Cc1ccc(Nc2ccc3cc(S(=O)(=O)N4CCC(C)CC4)ccc3n2)c(Cl)c1
→ 9%, -8%
Cc1nc(N2CCCC2)c2c(C(=O)Nc3cccc(Cl)c3C)c(C)oc2n1
→ -52%, 34%
Cc1ccccc1CNC(=O)CN1CCSc2ccccc21
→ 16%, 4%
Cc1ccc(C(=O)Nc2ccc(C(=O)OCc3cc(=O)n4nc(C5CC5)sc4n3)cc2)cc1
→ 1%, -12%
Cc1ccc(NC(=O)c2cc(S(=O)(=O)N3CCOCC3)c(Cl)cc2Cl)cc1
→ 1%, -1%
CCOc1ccc(-c2cc3nc(C4CCN(C(=O)OC(C)(C)C)CC4)c(C(=O)Nc4cccc(Cl)c4C)cn3n2)cc1
→ -3%, 27%
O=c1c(=O)n(-c2ccccc2)ccn1Cc1c(F)cccc1Cl
→ 5%, 3%
COc1ccc(C2C(=O)N(C3CCCCC3)CC(=O)N2CCC2=CCCCC2)cc1 (centres undefined)
→ 16%, 44%
Cc1ccc(NC(=O)c2ccc(C)c(S(=O)(=O)N3CCCCCC3)c2)cc1
→ 26%, 25%
Cc1ccc(NC(=O)CN2C(=O)CCn3nc(-c4cccn4C)cc32)c(Cl)c1
→ -4%, ?

Results follow in this order: Abeta rescue, FUS yeast rescue
CCCN(CCC)CCCNC(=O)Cn1cnc2onc(-c3ccc(F)cc3)c2c1=O
→ -11%, -14%
Cc1ccccc1N1CCN(S(=O)(=O)c2nnc(NC(=O)c3ccc(Cl)cc3)s2)CC1
→ -5%, -1%
COc1ccc(CNS(=O)(=O)c2ccc3c(c2)NC(=O)C(C)C(=O)N3)cc1 (centres undefined)
→ -6%, 3%
COc1ccc(S(=O)(=O)c2c(O)c(C)cc(NC(=O)c3ccccc3)c2C(C)C)cc1
→ -9%, 0%
COc1cc(OC)c(NC(=O)NCc2cccn2Cc2ccccc2)cc1Cl
→ -11%, 17%
C=Cc1ccc(CSc2nc(-c3ccc(Cl)cc3)nc3c2Cc2c(CO)cnc(C)c2O3)cc1
→ -7%, 4%
O=C(Nc1ccc(Br)cc1)c1cccc(S(=O)(=O)N2CCc3ccccc32)c1
→ -21%, 9%
CCOC(=O)c1c(C)[nH]c(C)c1S(=O)(=O)N(C)CC(=O)Nc1ccc(OC)cc1
→ -5%, 17%
O=C(NCCc1ccccc1)c1ccc(CSc2nc3ccncc3n2Cc2ccccc2F)cc1
→ -13%, 24%
Cc1coc2c(C)c3oc(=O)c(CCC(=O)NCCc4ccccc4)c(C)c3cc12
→ -5%, -16%
O=C(CSc1nc(=O)[nH]c2c1CCCC2)Nc1ccccc1C(F)(F)F
→ -1%, -11%
COC(=O)c1cc(NC(=O)CCc2c(C)nc3c(c(C)nn3C(C)(C)C)c2C)cc(C(=O)OC)c1
→ -4%, -24%
CCCS(=O)(=O)c1c(Nc2ccccc2C)sc(C(=O)c2ccccc2)c1N
→ 13%, 25%
COc1cccc(NC(=O)c2c(C)oc3nc(C)nc(N4CCCC4)c23)c1
→ -48%[inhibitor], 12%
CCOc1cc(-c2nc3c(c(CC)nn3-c3ccccc3)c3cc(OC)c(OC)cc23)ccc1O
→ 0%, -8%

Results follow in this order: Abeta rescue, FUS yeast rescue
CCCN1C(=O)C(O)(CC(=O)c2ccc(OC)c(OC)c2)c2ccccc21 (centres undefined)
→ -3%, -3%
CC(=O)Nc1c(C)nn(-c2ccccc2)c1N1CCC(C(=O)Nc2ccc(Cl)cc2C)CC1
→ 20%, 20%
COc1cc2c(cc1OC)C(COc1ccc3c(C)cc(=O)oc3c1)N(C(=O)C(C)C)CC2 (centres undefined)
→ -4%, -8%
Cc1ccc(Cl)cc1NC(=O)Cn1c(=O)c(CNc2ccccc2)cc2cc3c(cc21)OCCO3
→ -20%, 28µM*
Cc1ccc(SCC(=O)Nc2ccc3oc(-c4cccc(Cl)c4)nc3c2)cc1
→ -6%, -11%
Cc1cccc2sc(N(Cc3cccnc3)C(=O)c3ccco3)nc12
→ -41%[inhibitor], 35%
COc1ccc(CNC(=O)C2CCN(c3nc4ccc(C)cc4[nH]3)CC2)cc1
→ 0%, -18%
Cc1ccc(C)c(CSc2nnc3[nH]c(=O)cc(C)n23)c1
→ -5%, 23%
O=C(CCCCn1c(=O)c2ccccc2n(Cc2ccc(F)cc2Cl)c1=O)NCCc1ccc(Cl)cc1
→ -11%, 2%
CC(C)(C)c1ccc(OCC(=O)N(Cc2ccco2)Cc2ccccc2F)cc1
→ -4%, 34%
COc1ccc(NC(=O)Cn2c(=O)n(-c3cccc(C(F)(F)F)c3)c(=O)c3sccc32)cc1
→ -15%, 0%
Cc1ccc(Cl)cc1NC(=O)NC1COc2ccccc2C1 (centres undefined)
→ 3%, -10%
COc1ccc(S(=O)(=O)c2c(Nc3ccc(C)cc3)sc(C(=O)c3ccc4c(c3)OCO4)c2N)cc1
→ 18%, 35%
Cc1ccc2c(c1)C(=O)OC(C(=O)Nc1ncc(Cc3ccccc3)s1)C2 (centres undefined)
→ -11%, -18%
Cc1ccc(NC(=O)Cn2c(=O)n(Cc3nc(-c4ccccc4)no3)c(=O)c3cc4c(cc32)OCO4)cc1C
→ -11%, -18%

Results follow in this order: Abeta rescue, FUS yeast rescue
COc1ccc(-n2c(-c3cccc(F)c3)nc3c(cnn3-c3ccc(C)cc3)c2=O)cc1
→ 2%, -16%
CCCS(=O)(=O)N1CC(=O)N(c2ccc(C)c(Cl)c2)C(C)(C(=O)NC2CCCCCC2)C1 (centres undefined)
→ -30%, 0%
Cc1cn2c(=O)cc(COc3ccc(C(C)(C)C)cc3)nc2s1
→ 6%, -33%
CCC(C(=O)NCCc1ccc(Cl)cc1)n1ccc2cc(S(=O)(=O)N3CCCCC3)ccc21 (centres undefined)
→ -9%, ?
Cc1ccc(Cn2c(CCCNC(=O)C3CCCCC3)nc3ccccc32)cc1
→ -7%, 10%
COc1cc(C2c3c(-c4c(C)cc(C)cc4O)n[nH]c3C(=O)N2Cc2ccco2)cc(OC)c1OC (centres undefined)
→ -16%, 17%
O=C(NCCSCc1cccc(Cl)c1)C1CCN(S(=O)(=O)Cc2ccccc2)CC1
→ 8%, -4%
Fc1ccc(NCc2ccccc2-c2nnc(-c3ccccc3Cl)o2)cc1Cl
→ 19%, -14%
CCOC(=O)c1cc(-c2ccccc2)n(CC(=O)NCc2ccccc2OC)c1C
→ -7%, 6%
Cc1ccc(S(=O)(=O)N2CCc3cc(C(=O)NCCc4ccccc4)ccc32)cc1
→ -24%, -3%
Cc1c2cnn(CC(=O)NCc3ccc(F)cc3)c(=O)c2c(C)n1Cc1ccccc1Cl
→ 1%, -19%
Cc1cccc(NC(=O)NCCn2c(=O)oc3ccc(C)cc32)c1
→ -2%, -2%
Nc1c(C(=O)c2ccc3c(c2)OCO3)sc(Nc2ccccc2F)c1S(=O)(=O)c1ccccc1
→ -18%, -3%
COc1cccc(C(=O)N(Cc2cccc(F)c2)C2CCS(=O)(=O)C2)c1 (centres undefined)
→ -13%, -20%
O=C(CCCCn1c(=O)c2ccccc2n(CC(=O)Nc2ccc(F)cc2F)c1=O)NCCc1ccccc1
→ -6%, -35%

Results follow in this order: Abeta rescue, FUS yeast rescue
Cc1ccc2c(=O)c(C(=O)c3ccccc3)cn(CC(=O)Nc3ccc4c(c3)OCCO4)c2n1
→ -11%, 4%
Clc1ccc(N2CCN(c3ncnc4c3nc3n4CCCC3)CC2)cc1
→ -9%, 0%
COc1ccc(CCNC(=O)C(=O)NCC(c2cccs2)S(=O)(=O)c2cccs2)cc1 (centres undefined)
→ -3%, 9%
O=S(=O)(c1ccc2nc(Nc3ccc(Br)cc3F)ccc2c1)N1CCCC1
→ -14%, -17%
Cc1c(-c2ccc(Cl)cc2)c(=O)oc2c(CN3CCOCC3)c(O)ccc12
→ -2%, -6%
CCC(C)NC(=O)c1ccc2c(c1)N=C(C)c1cc(C)ccc1S2 (centres undefined)
→ -25%, ?
CCCCC(CC)Cn1c(Oc2ccccc2)nc2c1c(=O)n(C)c(=O)n2C (centres undefined)
→ -15%, 22%
COc1ccc(OC)c(NC(=O)c2cc3c(s2)-c2ccccc2SC3)c1
→ 0%, 2%
CC1=Nc2cc(C(=O)NC3CCCC3)ccc2Sc2ccc(Cl)cc21
→ -49%[inhibitor], 26%
Cc1cccc(NC(=O)Cn2c(=O)n(CC3CCC(C(=O)NCCc4ccccc4)CC3)c(=O)c3ccccc32)c1 (centres undefined)
→ -26%, 13%
CCOc1ccc(-n2ccnc2SCC(=O)Nc2ccc(OC)cc2OC)cc1
→ 25%, 15%
Cc1ccc(C2=NC(c3ccc(F)cc3)=Nc3ccc(C)cc3N2)cc1
→ -8%, 29%
CCOC(=O)Cn1cnc2c(cnn2-c2ccc(C)c(C)c2)c1=O
→ -10%, -5%
Cc1ccc(CNC(=O)C2CCCN(c3nc4c(C)cc(C)cc4s3)C2)cc1 (centres undefined)
→ -21%, -32%
COc1ccc(C(=O)Nc2nnc(C)s2)cc1
→ -14%, -20%

Results follow in this order: Abeta rescue, FUS yeast rescue
CCOc1ccc(CCNC(=O)c2csc3c2CCCCC3)cc1
→ -3%, 17%
CC(C)OCCCNc1ncnc2sc3c(c12)CCCC3
→ -12%, 26%
Cc1ccc(-n2nc(C)c(C(=O)NCCCN3CCN(c4ccc(F)cc4)CC3)c2-n2cccc2)cc1
→ -19%, 15%
CCc1nnc(SCC(=O)Nc2cc(OC)ccc2OC)nc1CC
→ -5%, 7%
CCc1ccc(NC(=O)N2CCN(C(=O)c3nsc4ccccc34)CC2)cc1
→ -8%, 14%
COC(=O)c1ccc(-n2nnc(-c3nc(-c4ccccc4Cl)no3)c2C)cc1
→ -1%, 15%
COc1ccc(Cl)cc1NC(=O)c1cn(C2CCCCC2)c(=O)c2c1c1ccccc1n2C
→ -9%, -18%
COc1ccc(CCC(=O)NCCc2csc(-c3cccc(C)c3)n2)cc1
→ -5%, 38%
CCN(CC)c1nn2c(=O)c(C(=O)NCc3ccc(OC)cc3OC)cnc2s1
→ -10%, 27%
Cc1ccc(Cl)cc1NC(=O)c1ccc2nc(CCc3ccccc3)oc2c1
→ 8%, -1%
Cc1ccc(NC(=O)CCCn2c(=O)c3cccn3c3cccnc32)cc1C
→ -4%, -5%
CCCCOC(=O)c1ccc(NC(=O)CC2NCCNC2=O)cc1 (centres undefined)
→ -9%, -8%
CCOc1ccc(C(=O)N2CCN(CCc3ccccn3)CC2)cc1
→ -2%, -3%

Single records (already shown):
CC(=O)Nc1c(C)nn(-c2ccccc2)c1N1CCC(C(=O)Nc2ccc(Cl)cc2C)CC1 is listed as Abeta rescue = 20%; FUS yeast rescue = 20%
Clc1ccc(N2CCN(c3ncnc4c3nc3n4CCCC3)CC2)cc1 is listed as Abeta rescue = -9%; FUS yeast rescue = 0%

This is a subset; count on the stated rates, not on these rows.
